RAD52 inh: RAD52 (human) annealing inhibition; AID 651710; inhibition, % at 18.7 µM; actives 0.46% (n = 360,000); P43351; recombinant RAD52 DNA annealing, FRET fluorescence;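 active = every replicate showing at least 50% inhibition; inconclusive = mean inhibition at least 50% but not in every replicate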
Target sequence (P43351 whole entry, looked up): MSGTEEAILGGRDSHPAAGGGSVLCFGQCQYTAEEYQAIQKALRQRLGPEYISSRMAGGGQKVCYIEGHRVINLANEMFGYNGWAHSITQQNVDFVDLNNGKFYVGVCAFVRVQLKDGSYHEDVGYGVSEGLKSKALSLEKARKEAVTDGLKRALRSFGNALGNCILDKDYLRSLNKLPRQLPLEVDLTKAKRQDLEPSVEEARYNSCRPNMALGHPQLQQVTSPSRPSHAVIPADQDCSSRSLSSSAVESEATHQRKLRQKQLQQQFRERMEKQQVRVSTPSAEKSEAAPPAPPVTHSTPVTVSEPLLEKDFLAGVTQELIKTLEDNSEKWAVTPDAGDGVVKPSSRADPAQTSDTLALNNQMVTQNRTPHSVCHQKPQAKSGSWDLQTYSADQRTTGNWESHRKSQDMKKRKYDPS
S100A4 MyoIIA: inhibitors of human S100A4 binding to myosin IIA peptide | P26447 | S100A4/TAMRA-MyoIIA peptide fluorescence polarization | inhibition, % at 10.7 µM | actives 0.14% (n = 360,000) | AID 652163;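 active = mean inhibition of at least 70% across replicates, with every replicate also reaching that level; inconclusive = mean inhibition reaches 70% but some replicates fall short; inactive = mean inhibition below 70%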
Target sequence (P26447 whole entry, looked up): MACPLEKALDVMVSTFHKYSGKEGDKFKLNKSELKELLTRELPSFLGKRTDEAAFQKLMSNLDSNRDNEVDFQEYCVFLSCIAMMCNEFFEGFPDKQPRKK
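Test system: S100A4 monomer protein; Medium: HEPES pH 7.2 with CaCl2, KCl, NaCl, DTT, Triton; Probe or stimulus: TAMRA-labelled myosin IIA heavy-chain peptide probe, 5 nM; Doses: one dose per compound; Times: polarization read 5 min after assay mix addition, stable 5–60 min; Benchmarks: neutral control DMSO, positive control TFP.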
ERp5 block: blocks human ERp5 reductase activity on insulin; ERp5 insulin aggregation, absorbance 650 nm, 90 min; Q15084; actives 0.05% (n = 350,000); AID 651711; inhibition, % at 9.99 µM;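 active = mean replicate inhibition above about 25%, with every replicate also reaching it, limit read from the data, passing the limit was not always enough; inconclusive = only one of those two criteria met; inactive = neither criterion met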
Target sequence (Q15084 whole entry, looked up): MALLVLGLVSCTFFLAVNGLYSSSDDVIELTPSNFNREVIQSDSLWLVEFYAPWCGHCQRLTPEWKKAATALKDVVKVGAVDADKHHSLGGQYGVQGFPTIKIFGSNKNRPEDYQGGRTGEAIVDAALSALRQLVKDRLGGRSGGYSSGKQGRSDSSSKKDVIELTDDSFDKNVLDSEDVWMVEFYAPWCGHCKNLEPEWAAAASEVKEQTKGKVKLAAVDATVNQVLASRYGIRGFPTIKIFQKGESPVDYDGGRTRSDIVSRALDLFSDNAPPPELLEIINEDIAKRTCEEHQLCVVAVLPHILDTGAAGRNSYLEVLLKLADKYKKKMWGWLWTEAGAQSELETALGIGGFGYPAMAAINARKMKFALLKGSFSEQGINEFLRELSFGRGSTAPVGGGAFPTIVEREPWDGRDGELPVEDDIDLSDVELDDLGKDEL
ERAP1 HTS inh: ERAP1 (human) enzyme inhibition; Q9NZ08; recombinant ERAP1, Leu-AMC fluorescence, 60 min; inhibition, % at 10.7 µM; actives 0.15% (n = 340,000); AID 652197;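 active = mean replicate inhibition of at least 30%, or all replicates individually reaching that 30% level; inactive = mean below 30% and not every replicate reaching it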;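 note: 0% = neutral control wells and 100% = L-leucinethiol positive control wells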
RAD54 inh: blocks human RAD54 Holliday junction branch migration; inhibition, % at 10.4 µM; actives 0.14% (n = 360,000); FAM/BHQ fluorescence; Q92698; AID 602329;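 active = mean normalized replicate activity at least 40 and at least half of replicates scoring 40 or more; inconclusive = only one of the two criteria met; inactive = mean below 40 and under half of replicates reaching 40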;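 note: 0% = median of neutral control wells and 100% = median of positive control wells; inhibitors cause a drop in the FAM fluorescence signal; in these data hits start at about 50%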
XiGFP reactiv: X-chromosome reactivation activator. activation, % at 7.58 µM. actives 0.055% (n = 360,000). XiGFP mouse fibroblasts, % GFP-positive cells imaging, 3 d; cells co-treated with 5-aza-dC sensitizer; scaled so ellipticine positive control = 100%. AID 743238;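 active = mean normalized replicate activation at least 10% and every replicate at or above 10%; inconclusive = only one of the two criteria met; inactive = mean below 10% and not all replicates reach 10%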;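 note: 0% = median of on-plate neutral control wells and 100% = ellipticine 6 µM median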
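Assay system: SV40-immortalized XiGFP fibroblast cells, line 68-5-11; buffer or medium: DMEM plus 5-aza-dC sensitizer; compound: one concentration, pinned; timing: compounds 3 days, fix/stain 15 min at room temperature; benchmarks: positive control ellipticine, 6 µM final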
E-sel inducer: E-selectin induction on HUVECs. P16581. HUVEC E-selectin immunofluorescence imaging; normalized: neutral wells 0, TNF-alpha wells 100. activation, % at 7.58 µM. actives 0.37% (n = 260,000). AID 686992;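 active = mean E-selectin-positive cell signal at least 10% of the positive control, reached in at least 60% of replicates, without over 20% cell loss; inconclusive = no rule given, readout overlaps actives, possibly toxicity-flagged; inactive = the rest, including those meeting only one limit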;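 note: in these data hits start at about 27%; measured in HUVEC primary endothelial cells; signal is the percent of cells scored E-selectin positive by PE staining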
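Material: HUVEC primary endothelial cells; Amount: 3,000 cells per well; Dosing: single concentration; Medium: EGM-2 growth medium on 0.1% gelatin-coated wells; Read-out basis: percent E-selectin-positive cells; Signal: immunofluorescence imaging; Control set: TNF-alpha, DMSO.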
esBAF inh: SWI/SNF esBAF complex inhibition | mouse ES cells, Bmi1-luciferase knock-in reporter, 24 h; 100% = twice the neutral-well signal | reporter increase, % at 12.5 µM | actives 2% (n = 350,000) | AID 602393; in the data active = activation above about 40%; inconclusive = no clear call, values can overlap the other calls;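 note: 0% = median of the plate's neutral control wells and 100% = double that signal; a rise in the Bmi1 reporter signal indicates esBAF inhibition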
* hit, by the source's call; ? = inconclusive; nt = not tested or not shown; & = joins results of further samples. Rows were taken by chance; 2.5% or so of the library scored in one or more.

SMILES	RAD52 inh	S100A4 MyoIIA	ERp5 block	ERAP1 HTS inh	RAD54 inh	XiGFP reactiv	E-sel inducer	esBAF inh
O=C(C[C@@H]1C=C[C@H](NC(=O)Nc2cc(F)ccc2F)[C@H](CO)O1)NCc1ccccn1	-22	5	0	-4	7	0.4	-0.3	-3
CN(C)CCCNC(=O)C[C@H]1CC[C@H]2[C@@H](COc3ccc(NC(=O)c4ccc5c(c4)OCO5)cc3C(=O)N2C)O1	-1	3	-2	-2	nt	0.1	-0.1	nt
C[C@H](CO)N1C[C@H](C)[C@H](CN(C)S(=O)(=O)c2cn(C)cn2)Oc2c(NS(=O)(=O)c3ccccc3)cccc2C1=O	7	2	-8	-3	-16	-0.1	-0.2	-6
CCS(=O)(=O)NCC[C@@H]1CC[C@H](NS(=O)(=O)c2cccc(Cl)c2)[C@H](CO)O1	-12	9	-7	2	2	0.6	0.3	-3
COc1ccc(S(=O)(=O)CCC(=O)N2CCN(c3cccc(Cl)c3)CC2)cc1	-12	-5	6	1	15	0.1	nt	1
C[C@@H]1CN([C@H](C)CO)C(=O)Cc2cc(NC(=O)Nc3ccc(F)cc3)ccc2O[C@@H]1CN(C)C(=O)Nc1ccccc1	-4	-3	0	-4	5	0.2	nt	0
CC(NC(=O)C(=O)NCC1CCCO1)c1ccccc1 (stereo unspecified)	-3	5	8	1	nt	0.0	nt	nt
C[C@@H]1CN([C@H](C)CO)C(=O)c2cc(Br)cnc2O[C@H]1CN(C)C(=O)C1CCCCC1	14	-24	1	-6	4	0.5	-0.2	4
CCOc1cc(C(=O)NCc2ccccc2)ccc1OCC(=O)N1CCCCC1	1	-3	3	-4	0	-0.1	nt	-4
Cn1cccc1/C=N/NC(=O)c1cccc(OC(F)(F)C(F)F)c1	-15	0	0	2	nt	0.0	nt	nt
Cc1cccc(NCc2ccc([N+](=O)[O-])s2)c1	-8	-9	-6	0	5	5.3	nt	-2
CCC(=O)N1[C@@H]2c3ccc(-c4ccccc4F)c(=O)n3C[C@H]1[C@H](CO)[C@H]2C(=O)NC1CCCC1	-1	12	0	-4	-4	0.0	0.1	6
O=C(NC(=S)Nc1cccnc1)c1cccc(Cl)c1	-17	7	-3	6	0	0.0	-0.1	18
O=C1/C(=C/c2ccc(F)cc2)CCC1C1CCCC1 (stereo unspecified)	-16	-1	-2	3	1	0.0	nt	nt
COc1cccc(-c2ccc3n(c2=O)C[C@@H]2[C@@H](CO)[C@H](C(=O)N(C)C)N(CC4CC4)[C@H]32)c1	-8	-9	24	-2	-21	0.2	-1.7	0
Cc1ccc(S(=O)(=O)c2nnn3c2nc(N2CCN(c4ccccn4)CC2)c2ccccc23)cc1	5	-1	-1	0	-10	0.0	nt	-5
CCOc1ccc(C(c2c(O)nc(SC)[nH]c2=O)c2c(O)nc(SC)[nH]c2=O)cc1	-32	0	7	nt	-1	0.1	-0.1	nt
Cc1ccc(OCCNC(=O)c2cc(=O)[nH]c3ccccc23)cc1	0	4	3	0	nt	0.1	nt	nt
Cc1cc(OCC(=O)N(Cc2ccco2)c2c(N)n(Cc3ccccc3)c(=O)[nH]c2=O)ccc1Cl	-34	3	-2	3	-2	0.3	nt	-6
COc1ccc(N(C)C(=O)Cc2c(C(=O)O)n(C)c3ccccc23)cc1	2	1	4	0	6	0.0	nt	0
C[C@H]1CN([C@@H](C)CO)C(=O)Cc2cc(NS(=O)(=O)c3ccccc3)ccc2O[C@@H]1CN(C)C(=O)Nc1ccc(F)cc1	24	-2	1	0	13	0.0	0.0	-1
CCOc1ccc(C(=O)CC(NCc2cccs2)C(=O)O)cc1 (stereo unspecified)	-32	-1	14	-2	9	1.2	-0.8	18
CN(C)c1ccc(S(=O)(=O)NCC(=O)NCCOc2ccccc2F)cc1[N+](=O)[O-]	-6	3	0	2	10	0.0	nt	nt
C#CCNC(=O)C1=C[C@H](C2CCCCC2)C[C@H](OCc2ccc(CO)cc2)O1	-33&-52	-2&8	-3&-3	-3&4	-5	0.2	-0.1	?
COc1ccc(S(=O)(=O)N(C)C[C@@H]2Oc3c(NS(=O)(=O)c4ccc(F)cc4)cccc3C(=O)N([C@H](C)CO)C[C@H]2C)cc1	nt	nt	nt	nt	-3	0.0	-3.0	5

Quoted at random: three compounds from above, in no set order.
SMILES	RAD52 inh	S100A4 MyoIIA	ERp5 block	ERAP1 HTS inh	RAD54 inh	XiGFP reactiv	E-sel inducer	esBAF inh
C[C@@H]1CN([C@H](C)CO)C(=O)c2cc(Br)cnc2O[C@H]1CN(C)C(=O)C1CCCCC1	14	-24	1	-6	4	0.5	-0.2	4
CC(NC(=O)C(=O)NCC1CCCO1)c1ccccc1 (stereo unspecified)	-3	5	8	1	nt	0.0	nt	nt
Cc1cc(OCC(=O)N(Cc2ccco2)c2c(N)n(Cc3ccccc3)c(=O)[nH]c2=O)ccc1Cl	-34	3	-2	3	-2	0.3	nt	-6

(next part)
SMILES	RAD52 inh	S100A4 MyoIIA	ERp5 block	ERAP1 HTS inh	RAD54 inh	XiGFP reactiv	E-sel inducer	esBAF inh
COc1ccc(CN(C)C[C@@H]2OCCCC[C@@H](C)Oc3ccc(NC(=O)Nc4ccccc4)cc3C(=O)N([C@H](C)CO)C[C@@H]2C)cc1	nt	nt	nt	nt	2	0.2	-0.2	3
CCOc1ccc(NC(=O)CN(C)C(=O)C(C)N2C(=O)c3ccccc3C2=O)cc1OCC (stereo unspecified)	-4	-1	-10	1	2	0.1	?	1
O=C(c1ccco1)N1CCN(CCCCN2C(=O)c3ccccc3C2=O)CC1	-6	-1	-7	-4	0	nt	nt	1
CCOC(=O)Cc1csc(Nc2ccc(Cl)cc2)n1	-11	0	5	-1	nt	0.3	nt	nt
C[C@H](CO)N1C[C@H](C)[C@@H](CN(C)C(=O)CCCN(C)C)OCCCC[C@H](C)Oc2ccc(NS(=O)(=O)c3ccc(F)cc3)cc2C1=O	4	6	-2	1	7	0.3	0.1	7
CO[C@H]1CN(C)C(=O)c2cc(NS(=O)(=O)c3ccc(Oc4ccccc4)cc3)ccc2OC[C@H](C)NC[C@H]1C	16	3	-4	-4	10	-0.1	-0.1	-4
COc1cccc(CN(C(=O)c2cc3ccccc3oc2=O)C2CCS(=O)(=O)C2)c1 (stereo unspecified)	-11	-1	2	3	-2	0.0	nt	33
Cc1ccc(C)c(NC(=S)NCC(c2ccccc2)N(C)C)c1 (stereo unspecified)	0	-1	-3	1	4	-0.1	0.0	-1
Cc1ccc(S(=O)(=O)N(C)C[C@@H]2OCCCC[C@@H](C)Oc3ccc(NC(=O)Nc4ccc(F)cc4)cc3C(=O)N([C@H](C)CO)C[C@@H]2C)cc1	-13	2	10	1	-1	0.3	nt	2
CC(CC(=O)OCC(=O)Nc1ccc2[nH]c(=O)[nH]c2c1)c1ccccc1 (stereo unspecified)	-5	4	6	-2	1	1.3	0.2	-7
CC1(C(=O)NS(=O)(=O)c2cccc(F)c2)CCN1C(=O)c1ccccc1CCc1ccccc1 (stereo unspecified)	0	3	-4	0	3	-0.1	0.1	4
COc1cccc(C2CC(=O)Nc3cc(C)c(C)cc32)c1 (stereo unspecified)	0	2	4	3	2	0.1	nt	5
COc1ccc(CCNC(=O)CCN2C(=O)[C@@H]3Cc4ccccc4CN3C2=O)cc1OC	-8	-3	2	-1	2	0.1	nt	-4
COc1ccc(S(=O)(=O)N(C)C[C@@H]2Oc3ccc(NC(=O)c4ccncc4)cc3CC(=O)N([C@@H](C)CO)C[C@@H]2C)cc1	5	10	-5	1	1	-0.4	-2.1	0
CCOc1ccc(NC(=O)COc2ccc(C(=O)NCc3cccnc3)cc2OC)cc1	-5	4	-13	1	nt	-0.1	nt	nt
O=C1C2C3C=CC(C4CC34)C2C(=O)N1Cc1ccccc1 (stereo unspecified)	-6	-4	0	-2	nt	0.8	nt	nt
C[C@H](CO)N1C[C@H](C)[C@@H](CN(C)C(=O)C2CCCCC2)OCCCC[C@H](C)Oc2ccc(NC(=O)Nc3ccc(F)cc3)cc2C1=O	-2	-5	2	0	1	0.1	0.5	6
COc1cccc(C(=O)NC(=O)Nc2cc(C)[nH]n2)c1	-16	-4	-1	nt	nt	-0.2	-0.2	nt
COc1cccc(CN2CCN(C(=O)C3CCC(=O)N(C4CCCC4)C3)CC2)c1 (stereo unspecified)	-2	19	-2	-1	-11	0.0	nt	-5
CC(=O)NS(=O)(=O)c1ccc(NC(=O)COc2cccc3c2OC(C)(C)C3)cc1	-5	5	3	-1	5	0.0	0.6	-4
O=C(C[C@H]1CC[C@H]2[C@@H](COC[C@@H](O)CN2Cc2nccs2)O1)N1CCC(Cc2ccccc2)CC1	-11	5	0	-1	0	0.1	0.1	6
N#C[C@@H]1[C@H](c2ccccc2C2=CCCCC2)[C@H](CO)N1S(=O)(=O)c1cccc(F)c1	-2	4	2	1	nt	0.0	-0.2	nt
Cn1c(=O)n(Cc2ccc(Cl)cc2)c2ccccc21	-6	-7	0	9	10	nt	nt	-5
Cc1cc(C)c(NC(=O)c2cn3c4c(c(N5CCN(C)CC5)c(F)cc4c2=O)OCC3C)c(C)c1 (stereo unspecified)	-16	-2	5	2	-6	0.1	nt	nt
COCCNC(=O)C[C@@H]1C[C@@H]2c3cc(NC(=O)Nc4ccc(C(F)(F)F)cc4)ccc3O[C@@H]2[C@@H](CO)O1	2	-3	-8	-2	8	0.1	0.7	-4
CCNC(=O)C[C@@H]1CC[C@H]2[C@@H](COc3ccc(NC(C)=O)cc3C(=O)N2C)O1	-11	-5	-1	-1	2	0.3	-0.1	-4
COc1ccc(NC(=O)Nc2ccc3c(c2)C(=O)N([C@@H](C)CO)C[C@H](C)[C@H](CN(C)Cc2ccncc2)OCCCC[C@@H](C)O3)cc1	16	4	1	3	-1	0.4	-0.3	1
Cc1cc2c(cc1S(=O)(=O)N1CCN(c3cccc(C(F)(F)F)c3)CC1)OCC(=O)N2	-4	3	-4	-2	-4	0.1	1.7	-6
Nc1nc(NCC2CCCO2)nc(Nc2ccccc2F)c1[N+](=O)[O-] (stereo unspecified)	-2	-7	6	6	-4	0.2	-0.1	nt

Reformatted with each value named: entries from further up
> Cc1cccc(NCc2ccc([N+](=O)[O-])s2)c1
  RAD52 inh: -8	S100A4 MyoIIA: -9	ERp5 block: -6	ERAP1 HTS inh: 0	RAD54 inh: 5	XiGFP reactiv: 5.3	E-sel inducer: nt	esBAF inh: -2
> Cc1ccc(OCCNC(=O)c2cc(=O)[nH]c3ccccc23)cc1
  RAD52 inh: 0	S100A4 MyoIIA: 4	ERp5 block: 3	ERAP1 HTS inh: 0	RAD54 inh: nt	XiGFP reactiv: 0.1	E-sel inducer: nt	esBAF inh: nt

Assay outcomes as filed in PubChem BioAssay.
